NCI-60 one-dose screen, 48 h, at 10 µM unless noted. Numbers give growth in % (100 = growth as untreated, 0 = no growth, -100 = all killed).
SK-MEL-5 = SK-MEL-5 melanoma; 80,000 compounds, 6.4% hits; AID 1794755
M14 = M14 melanoma; 80,000 compounds, 6.2% hits; AID 1794745
A549/ATCC = A549/ATCC NSCLC; AID 1794740; 81,000 compounds, 3.7% hits
SK-MEL-28 = SK-MEL-28 melanoma | 81,000 compounds, 4.1% hits | AID 1794761
SK-MEL-2 = SK-MEL-2 melanoma. 77,000 compounds, 4.7% hits. AID 1794763
MDA-MB-435 = MDA-MB-435 melanoma | 82,000 compounds, 7.8% hits | AID 1794794
UACC-62 = UACC-62 melanoma. 81,000 compounds, 5.4% hits
UACC-257 = UACC-257 melanoma. 78,000 compounds, 4.4% hits. AID 1794764
An asterisk follows results filed as active; . = no result given; & = joins results of further samples. Rule for the calls: active = growth percent below 10; inactive = the rest.

SMILES	SK-MEL-5	M14	A549/ATCC	SK-MEL-28	SK-MEL-2	MDA-MB-435	UACC-62	UACC-257
NC1=NC(c2ccc(Sc3ccc(Cl)cc3)cc2)n2c(nc3ccccc32)N1 (stereo not given)	77	69	92	62	87	61	74	89
COc1ccc(-c2cnc3ccccc3n2)cc1	101	100	95	104	112	94	92	104
CCN1C(=O)N(CC)C2SC(N/N=C/c3ccc(F)cc3)=NC21 (stereo not given)	15	15	26	59	17	-36*	34	58
COc1cc(-c2c(C#N)c(N)n(-c3nccs3)c(=O)c2C#N)cc(OC)c1OC	103	96	90	93	91	97	100	111
O=C(NS(=O)(=O)c1ccccc1)n1ccc2cc(Br)cnc21	101	104	103	106	101	102	108	99
O=C1COc2c1ccc(O)c2O	109	107	111	107	110	104	107	100
Clc1ccc2c(c1)C=C1CCCCC3=Cc4cc(Cl)ccc4OC13O2	97	102	83	117	97	108	98	92
O=c1ccc2cnc3sc(-c4ccccc4)nc3c2[nH]1	88	89	99	92	115	93	102	120
COC(=O)c1ccc(C2Nc3ccc(S(=O)(=O)Nc4ccc(C)c(C)c4)cc3C3OCCC23)cc1 (stereo not given)	58	94	79	100	93	95	65	80
CC(NNC(C)c1ccccc1)c1ccccc1 (stereo not given)	101	101	104	118	110	112	110	109
COc1cc2ncn3c(=O)c4c5c(sc4nc3c2cc1OC)CCCCC5	95	106	104	107	113	109	94	105
Nc1ccc(C2=NN(C(=O)c3cc(-c4ccc(Cl)cc4)nc4ccccc34)C(c3ccccc3)C2)cc1 (stereo not given)	26	17	41	59	37	-24*	39	55
N#Cc1cc(-c2ccnc(Nc3ccc(NC(=O)CCl)cc3)n2)ccc1N1CCCC1	-96*	-41*	-27*	-52*	-40*	-48*	-71*	3.7*
CC(=O)Nc1ccc(-c2cc3c(NCc4ccccc4)ncnc3s2)cc1	.	.	85	99	111	94	75	101
COc1cc(-c2nc(SCCC(C)C)nc(NNC(=O)c3ccncc3)c2C#N)cc(OC)c1OC	84	.	76	86	101	90	38	94
CCOC(=O)c1c(O)c2cc(-c3ccccc3)nc(OCC)c2c(=O)n1C	87	88	99	85	88	90	100	55
O=C1CCC(C(=O)N/N=C/c2ccc(CO)o2)N1 (stereo not given)	103	110	102	104	110	98	93	101
COc1cccc(/C=C2/C(=O)N(Cc3ccco3)SC2=S)c1OC	97	105	100	101	93	85	94	90
O=C1CSCCN1	93	93	88	124	95	99	100	103
CC(C)(c1cc(Br)c(O)c(Br)c1)c1cc(Br)c(O)c(Br)c1	110	103	89	107	111	106	96	95

Reprinted from the part before: 2 entries; new compounds follow.
SMILES	SK-MEL-5	M14	A549/ATCC	SK-MEL-28	SK-MEL-2	MDA-MB-435	UACC-62	UACC-257
O=C1CSCCN1	93	93	88	124	95	99	100	103
CC(C)(c1cc(Br)c(O)c(Br)c1)c1cc(Br)c(O)c(Br)c1	110	103	89	107	111	106	96	95
COc1ccc2c(c1)c(-c1nc(-c3ccsc3)cs1)cn2C(=O)OC(C)(C)C	96	91	90	101	102	98	100	.
CC(C)C(=O)Oc1ccc(/C=C/c2cc(OC(=O)C(C)C)cc(OC(=O)C(C)C)c2)cc1	84	78	87	99	110	86	71	96
O=[N+]([O-])c1ccco1	103	105	106	107	120	107	107	104
O=C(NNC(=O)c1cccc(Cl)c1)c1ccccc1	101	112	98	119	100	103	123	110
O=C(CCN1C(=O)/C(=C/c2ccc(Cl)cc2)SC1=S)Nc1ncc(Cc2ccc(Cl)cc2)s1	100	105	101	105	101	104	102	101
CN1CCN(Cc2ccc(NC(=O)c3cncc(C#Cc4cnc5cccnn45)c3)cc2C(F)(F)F)CC1	1.2*	-34*	4.9*	.	-59*	1.8*	10	3.5*
O=C(c1ccccc1)c1cc(C(=O)NCc2cccc(Cl)c2)n(Cc2ccccc2)c1-c1ccccc1	75	87	68	117	68	100	75	83
C/C(=N/O)c1ccc(NC(=O)CSc2nnc(-c3cc(-c4ccc(C)cc4)nc4ccccc34)o2)cc1	82	88	67	111	89	69	83	73
O=C(Nc1ccc(OCc2ccc(Cl)cc2)cc1)Nc1ccc(Cl)c(C(F)(F)F)c1	-81*	13	16	36	-30*	14	17	-6.0*
Nc1ccc2nc(NC(=O)CN3CCCCCC3)sc2c1	101	105	101	110	113	106	100	102
O=c1[nH]c(-c2ccc(-n3c(=O)[nH]c4ccccc4c3=O)cc2)nc(=S)[nH]1	100	92	98	100	106	99	88	93
CCCCCN(CCCCC)C(=O)C(CCC(=O)O)NC(=O)c1ccc(Cl)c(Cl)c1 (stereo not given)	91	109	85	105	105	112	98	111
CC(=O)C(N=Nc1ccc(S(=O)(=O)Nc2ccccn2)cc1)C(=O)Nc1ccc(Cl)cc1 (stereo not given)	98	101	96	111	93	94	107	114
CC(C)CCc1ccccn1	101	97	95	112	105	107	97	100
CSC(=N)N	101&103	108&100	100&102	107&106	107&113	111&107	88&98	101&100
COc1ccc2c(c1)O/C(=C\c1ccc([N+](=O)[O-])o1)C2=O	13	-15*	-11*	42	-39*	-73*	-38*	-13*
C/C(=N/Nc1nc(N/N=C(/C)c2ccc([N+](=O)[O-])cc2)nc(N2CCOCC2)n1)c1ccc([N+](=O)[O-])cc1	67	74	74	84	96	85	85	99
NS(=O)(=O)c1ccc(-n2nc(CCCNC(=O)Nc3ccc(C(F)(F)F)cc3)cc2-c2ccccc2)cc1	92	80	91	100	79	83	79	96
Nc1c(C(=O)c2ccc(F)cc2)oc2nc(-c3cnccn3)cc(-c3cccs3)c12	99	102	113	111	119	95	96	106
CC(=O)c1cc2c(C)cc(=O)oc2cc1OCCN1CCOCC1	99	101	114	117	120	113	96	114
CCC/C=C/C=N/NC(=S)Nc1cccnc1	97	88	83	105	104	94	95	82
CCN(CC)c1ccc([N+](=O)[O-])cc1[N+](=O)[O-]	103	107	102	106	92	120	88	107
Cc1c(C(=O)N[C@@H](Cc2ccccc2)C(=O)C(=O)NCc2ccccc2)oc2cc(O)c(O)cc2c1=O	102	107	103	113	112	107	92	105
Cc1cc(S(N)(=O)=O)c(N)c(S(N)(=O)=O)c1	126	91	100	107	95	118	95	104
Cc1nc2cc3c(=O)n(C)cnc3cc2n1Cc1ccccc1	107	107	102	119	122	98	107	103
CC[C@H](CO)Nc1ccc2ncc(C#Cc3cncc(C(=O)Nc4ccc(CN5CCN(C)CC5)c(C(F)(F)F)c4)c3)n2n1	-95*	-96*	-0.3*	-80*	-98*	-91*	-58*	-86*
N#Cc1ccc(C(=O)C[n+]2cccc3ccccc32)cc1	100	95	104	103	100	101	87	101
CN(Cc1cnc2nc(N)nc(N)c2n1)c1ccc(C(=O)N[C@@H](CCc2nn[nH]n2)C(=O)O)cc1	25	12	21	56	71	34	11	46
COc1cc2c(c(OC)c1OC)-c1ccc(NNC(=S)N(Cc3cccc(C[N+](Cc4cccc(CNC56CC7CC(CC(C7)C5)C6)c4)(Cc4cccc(CNC56CC7CC(CC(C7)C5)C6)c4)Cc4cccc(CN(C(=S)NNc5ccc6c(cc5=O)[C@@H](NC(C)=O)CCc5cc(OC)c(OC)c(OC)c5-6)C56CC7CC(CC(C7)C5)C6)c4)c3)C34CC5CC(CC(C5)C3)C4)c(=O)cc1[C@@H](NC(C)=O)CC2 (stereo not given in full)	-94*	-53*	21	33	-20*	-9.5*	16	43
COc1nc2ccccc2nc1NNC(=O)/C(C#N)=C/c1ccc(Cl)cc1Cl	99	95	102	100	104	102	95	103
COC(=O)C1=CC(=O)N2C(=S)N(c3ccccc3)C(=O)C12 (stereo not given)	101	103	105	102	100	105	96	105
CN(C)N=Nc1ccc(-c2ccc(N=NN(C)C)cc2)cc1	96	.	94	99	92	82	57	99
N#CC1=C(N)S[C@@H](C(=O)c2ccc(Br)cc2)[C@@H]1c1cccs1	97	107	93	100	100	96	97	105
CS(=O)(=O)c1ccc(-c2nn(-c3ccc(F)cc3)cc2/C=C/C(=O)c2ccc(Br)cc2)cc1	90	.	87	101	105	94	76	89
O=C(/C=C1\C=CN(CCN2CCOCC2)c2ccccc21)n1ccc2ccccc21	97	94	101	107	102	104	90	105
CC(C)=C(C)C(=O)NNc1ccccc1	100	98	69	111	103	102	100	.
Cc1ccc2sc(C3CCCN(CC(=O)Nc4c(C)nn(-c5ccccc5)c4C)C3)nc2c1 (stereo not given)	44	67	62	87	75	75	52	.
COc1ccc(-c2nn(CC(=O)N3CCc4ccccc4C3)c(N)c2C#N)cc1	99	99	95	102	98	100	83	105
COc1cc(-c2c[nH]cc2-c2ccccc2)c(OC)c2c1OCO2	97	102	90	103	103	95	80	104
CCCCCCCCCCCCCC(=O)OCCOC(=O)CCCCCCCCCCCCC	102	106	103	114	110	113	103	104
CN(C)c1ccc(-c2cc(-c3ccc(Nc4nc(Nc5ccc(Cl)cc5)nc(Nc5ccc(Cl)cc5)n4)cc3)no2)cc1	34	62	23	31	32	9.4*	66	66
COc1ccccc1/C=N/NC1=NC2C(N1)N(C)C(=O)N2C (stereo not given)	100	100	102	103	104	103	100	98
COc1ccc(OC)c(C2NC(=O)N=C3C2C(N)=NN3c2ccccc2)c1 (stereo not given)	98	96	94	99	103	99	91	100
COC(=O)[C@H](c1ccccc1Cl)N1CCc2sccc2C1	97	108&100	97&105	115&103	98&106	99&105	98&90	98&99
O=c1oc2ccccc2cc1-c1cn2nc(-c3coc4ccccc4c3=O)sc2n1	97	102	89	107	91	103	85	96
CCOc1ccc(-c2c(N)n[nH]c2C(F)(F)F)cc1OCC	99	104	98	111	114	54	106	103
COc1ccc(-c2onc3ccc(Cl)cc23)cc1	103	99	89	102	100	96	.	95
O=C(NCCNc1nccc(-c2c(-c3ccc(F)cc3)nc3sccn23)n1)Nc1ccccc1	63	89	47	92	.	74	69	100
CCO/C=N/C1=C(C#N)C(c2ccc(OC)cc2)c2c(c3cc(Cl)ccc3[nH]c2=O)O1 (stereo not given)	102	101	98	101	107	101	97	100
O=C(Oc1ccccc1C1N(c2ccc(Cl)cc2)C(=O)C1(c1ccccc1)c1ccccc1)C(c1ccccc1)c1ccccc1 (stereo not given)	92	91	95	110	86	96	91	99
FC(F)(F)c1cccc(/C=C/c2nn3c(-c4ccccc4)nnc3s2)c1	99	87	98	96	.	100	85	111

In the list so far, 10 contain fluorine.
SMILES	SK-MEL-5	M14	A549/ATCC	SK-MEL-28	SK-MEL-2	MDA-MB-435	UACC-62	UACC-257
CCN1C(=O)N(CC)C2SC(N/N=C/c3ccc(F)cc3)=NC21 (stereo not given)	15	15	26	59	17	-36*	34	58
CN1CCN(Cc2ccc(NC(=O)c3cncc(C#Cc4cnc5cccnn45)c3)cc2C(F)(F)F)CC1	1.2*	-34*	4.9*	.	-59*	1.8*	10	3.5*
O=C(Nc1ccc(OCc2ccc(Cl)cc2)cc1)Nc1ccc(Cl)c(C(F)(F)F)c1	-81*	13	16	36	-30*	14	17	-6.0*
NS(=O)(=O)c1ccc(-n2nc(CCCNC(=O)Nc3ccc(C(F)(F)F)cc3)cc2-c2ccccc2)cc1	92	80	91	100	79	83	79	96
Nc1c(C(=O)c2ccc(F)cc2)oc2nc(-c3cnccn3)cc(-c3cccs3)c12	99	102	113	111	119	95	96	106
CC[C@H](CO)Nc1ccc2ncc(C#Cc3cncc(C(=O)Nc4ccc(CN5CCN(C)CC5)c(C(F)(F)F)c4)c3)n2n1	-95*	-96*	-0.3*	-80*	-98*	-91*	-58*	-86*
CS(=O)(=O)c1ccc(-c2nn(-c3ccc(F)cc3)cc2/C=C/C(=O)c2ccc(Br)cc2)cc1	90	.	87	101	105	94	76	89
CCOc1ccc(-c2c(N)n[nH]c2C(F)(F)F)cc1OCC	99	104	98	111	114	54	106	103
O=C(NCCNc1nccc(-c2c(-c3ccc(F)cc3)nc3sccn23)n1)Nc1ccccc1	63	89	47	92	.	74	69	100
FC(F)(F)c1cccc(/C=C/c2nn3c(-c4ccccc4)nnc3s2)c1	99	87	98	96	.	100	85	111
